Tb PFK block: qHTS Assay to Find Inhibitors of T. brucei phosphofructokinase; ATP-dependent 6-phosphofructokinase (Trypanosoma brucei brucei), O15648; T. brucei PFK, ADP-Glo luminescence; Potency, µM (series often up to 57.5 µM), without a hit: at the highest dose activity, negative = inhibition, most hits filed as inhibitors; hit rate 0.17% among 330,000; AID 485367, 2010;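 also: potency is read from the fitted curve at half-maximal effect; 0% = uninhibited 1x PFK enzyme wells and -100% = no-enzyme wells; nearly all actives have a fitted effect of over 60% in size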
Target sequence (O15648 whole entry, looked up): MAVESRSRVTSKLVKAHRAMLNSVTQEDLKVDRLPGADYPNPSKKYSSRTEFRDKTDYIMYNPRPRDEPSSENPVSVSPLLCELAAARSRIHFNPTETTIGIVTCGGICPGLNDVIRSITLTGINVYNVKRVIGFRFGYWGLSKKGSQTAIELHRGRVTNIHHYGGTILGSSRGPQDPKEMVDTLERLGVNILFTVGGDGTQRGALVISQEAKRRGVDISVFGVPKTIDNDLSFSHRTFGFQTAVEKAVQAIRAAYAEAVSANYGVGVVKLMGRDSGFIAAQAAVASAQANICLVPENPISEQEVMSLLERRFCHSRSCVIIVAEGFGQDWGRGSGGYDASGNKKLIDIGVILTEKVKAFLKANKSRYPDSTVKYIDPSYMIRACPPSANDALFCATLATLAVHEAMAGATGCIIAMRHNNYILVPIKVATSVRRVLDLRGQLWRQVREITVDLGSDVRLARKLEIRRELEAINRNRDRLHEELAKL
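Luminescent ADP detection (ADP-Glo, two-step: ATP depletion then ADP-to-ATP conversion for luciferase) reported PFK activity after 45 min room-temperature reaction of 1.25 nM enzyme with 0.5 mM F6P and 0.1 mM ATP at pH 8.0.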
CXXC DNA block: qHTS Fluorescence Polarization Assay for Inhibitors of MLL CXXC domain - DNA interaction; hit rate 0.037% among 290,000; MLL-CXXC / FITC-HOXA9 DNA fluorescence polarization; Potency, µM (doses to about 115 µM), inactives show at the highest dose activity change, negative = inhibition, hits mostly inhibitors; AID 2662, 2010; active = well fitted inhibition curve with a large enough effect in the polarisation, with a control signal flat, not every such curve was filed as active; inconclusive = small, poorly fitted or top-dose-only effect, or effect the other way, or a change in a side signal; inactive = no such curve, though single readings can be large or run the other way; the % refers to the polarisation; also: potency is read from the fitted curve at half-maximal effect
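Steps: dispense CXXC domain solution (7 uM) → pin compounds or unlabeled HOX-A9 DNA control → 5 min ambient → add FLSN-HOX-A9 solution (50 nM) → spin → 30 min ambient → fluorescence polarization. Tris pH 7.5/NaCl/DTT/BSA buffer.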
TCR activator: Activators of T cell receptors: qHTS campaign; AID 504894, 2011; primary human leukocytes, anti-CD3, IL-2 HTRF, 48 h; Potency, µM (series often up to 9.22 µM), for inactives: at the highest dose activation of IL-2 secretion, actives largely listed as activators; 330,000 tested, under 10 active; also: % of control where 0% means no effect
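1) Mix primary human leukocytes, a-CD3 beads and compound. 2) Incubate 48 hr. 3) Add HTRF IL-2 reagents (a-IL-2-K, a-IL-2-d2).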
Chronic BCR inh: qHTS Assay to Find Inhibitors of Chronic Active B-Cell Receptor Signaling. ABC-DLBCL IkBa-CBG/CBR reporter, luminescence ratio, 4 h. Potency, µM (top dose mostly 46.1 µM), for the others: at the top dose ratio change, negative = lower green/red ratio, most hits filed as inhibitors. hit rate 0.05% among 340,000; active = well fitted inhibition curve with a large enough effect in the signal ratio, with a control signal flat, not every such curve was filed as active; inconclusive = small, poorly fitted or top-dose-only effect, or effect the other way, or a change in a side signal; the % refers to the signal ratio;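 also: potency is read from the fitted curve at half-maximal effect; plate controls were basal doxycycline-induced cells for no effect and cells given 10 µM MG132 for full effect; MG132 reads +100%, hits lower the ratio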
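TMD8 ABC-DLBCL cells carrying doxycycline-inducible green luciferase fused to IkappaBalpha plus unfused red luciferase were exposed to compounds (up to 46 uM) for 4 hrs at 37C. Activity came from the overlap-corrected green/red luminescence ratio.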
GALK inhibitor: qHTS Assay for Inhibitors of Human Galactokinase (GALK); hit rate 0.007% among 270,000; Potency, µM (highest dose often 57.5 µM), inactives show at the top dose activity change, negative = inhibition, hits mostly inhibitors; P51570; Purified GALK, Kinase-Glo residual ATP luminescence; also: potency is read from the fitted curve at half-maximal effect; % is scaled to controls: 0 for no effect and ±100 for the full control effect
Target sequence (P51570 whole entry, looked up): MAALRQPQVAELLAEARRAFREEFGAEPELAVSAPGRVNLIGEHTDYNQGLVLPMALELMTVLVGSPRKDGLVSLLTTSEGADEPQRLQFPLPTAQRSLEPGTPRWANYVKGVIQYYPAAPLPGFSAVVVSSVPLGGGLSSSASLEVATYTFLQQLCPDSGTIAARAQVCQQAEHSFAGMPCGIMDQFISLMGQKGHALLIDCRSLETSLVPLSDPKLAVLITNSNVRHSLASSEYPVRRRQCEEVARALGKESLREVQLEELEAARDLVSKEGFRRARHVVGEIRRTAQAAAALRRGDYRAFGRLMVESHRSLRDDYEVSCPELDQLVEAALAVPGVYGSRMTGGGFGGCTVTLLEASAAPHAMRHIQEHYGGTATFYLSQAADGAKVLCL
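Kinase-Glo Plus luminescence measured ATP left after a 1 h room-temperature reaction. The reaction used 5 nM GALK, 100 uM galactose and 35 uM ATP at pH 8.0 (20 mM HEPES, 5 mM MgCl2, 60 mM NaCl, 1 mM DTT, 0.01% BSA).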
Giardia kill: Small Molecules that selectively kill Giardia lamblia: qHTS; Giardia lamblia trophozoite viability; activity change, % at 7.66 µM, hits read low; hit rate 0.15% among 340,000; AID 540267, 2011; in the data active = activity change below about -80%; inconclusive = between about -30% and that limit;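 also: parasites exposed to compound for two days anaerobically before the ATP read; % is scaled to controls: 0 for no effect and ±100 for the full control effect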
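Giardia trophozoites, 100 cells per well, were exposed to compounds for 48 hrs at 37 deg C under anaerobic conditions; viability was then read as ATP content by bioluminescence after 15-30 min at room temperature.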
A-T KAP1 phos: qHTS Assay for Identifying a Potential Treatment of Ataxia-Telangiectasia | […] A-T fibroblasts, KAP-1 phosphorylation AlphaLISA; neocarzinostatin DNA damage 30 min before lysis | Potency, µM (doses to about 57.5 µM), without a hit: top-dose activation, hits mostly activators | hit rate 0.19% among 320,000; also: potency is read from the fitted curve at half-maximal effect; % of control where 0% means no effect; nearly all actives have a fitted effect of over 45% in size
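hTERT-immortalized A-T patient fibroblasts ([…]), 500 cells/well in OPTI-MEM, 1% FBS, got compounds for 60 min, then NCS for 30 min at 37C. Lysates were then assayed for phospho-KAP-1 by AlphaLISA (anti-pKAP1 donor, anti-KAP1 acceptor beads), 6 hr at 25C.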
hERG WT inh: qHTS for Inhibitors of KCHN2 3.1: Wildtype qHTS; Voltage-gated inwardly rectifying potassium channel KCNH2 (Homo sapiens), Q12809; activity change, % at 1.84 µM; U2OS, BacMam KCNH2, thallium flux FluxOr; hits give low values; hit rate 0.37% among 340,000;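 active = maximum activity change below -70%; inconclusive = maximum activity change between -70% and -50%; inactive = maximum activity change above -50%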; also: % is scaled to controls: 0 for no effect and ±100 for the full control effect
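U2OS cells were transduced with wild-type KCNH2 virus (2.03 x 10^8 / mL) for 4 h at room temperature, then cultured overnight at 37 C. Thallium flux was read with FluxOr dye. Rate constants were normalized to DMSO controls.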
TSHR antagonist: Antagonists of the Thyroid Stimulating Hormone Receptor: HTS campaign; TSHR-expressing cells, TSH-stimulated cAMP HTRF, 2 h; hits give low values; activity change, negative = inhibition, % at 11.5 µM; hit rate 0.2% among 330,000;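 active = activity change below a set negative limit, meaning inhibition stronger than a set level, cut at about -70% in these data; inconclusive = activity change between two set negative limits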; also: % is scaled to controls: 0 for no effect and ±100 for the full control effect
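Freshly harvested TSHR cells receive pin-tooled compound, then EC80 TSH at 4nM final. After 2 hours at 37 deg C, antibody in lysis buffer and cAMP-d2 are added; 30 minutes at ambient temperature precede the HTRF read.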
FBPA coupling cs: qHTS Assay for Inhibitors of Fructose-1,6-bisphosphate Aldolase from Giardia Lamblia: Coupling assay counterscreen. coupling enzyme system counterscreen, AmpLite Red fluorescence. activity change, negative = inhibition, % at 58.2 µM, hits read low. hit rate 0.67% among 290,000; in the data active = activity change below about -30%; also: % is scaled to controls: 0 for no effect and ±100 for the full control effect
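Coupling enzymes only (glyceraldehyde-3-phosphate) + compound, at 57.5 uM final, 10 min RT; add substrate/coupling/AmpLite Red mix, 20 min RT; fluorescence ex 525/em 598 nm. Actives flag coupling-system interference.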
Starred values were filed as active, the others as inactive; ? = inconclusive; · = no result given; & = joins results of further samples; [ ] = remark or other dose. Unless noted, calls follow the shape of the dose curve; as a rule, active = well fitted curve in the direction sought with a large enough effect; inconclusive = small, poorly fitted or top-dose-only effect, or another doubt; inactive = no such curve, though single readings can be large; an effect the other way counts as inactive or inconclusive. Not a hit list, and some 1.6% of all compounds hit somewhere here.

SMILES	Tb PFK block	CXXC DNA block	TCR activator	Chronic BCR inh	GALK inhibitor	Giardia kill	A-T KAP1 phos	hERG WT inh	TSHR antagonist	FBPA coupling cs
C/C(=N\NC(=O)c1ccccc1O)c1cccc(NC(=O)c2ccccc2)c1	0%	1%	1%	?	-1%	5	4%	-2	0	0
CN(C)c1ccc(C(=O)NNC(=O)C23CC4CC(CC(C4)C2)C3)cc1	0%	·	2%[46.1 µM]	1%	·	7	10%	2	-28	·
O=C(COC(=O)c1ccc(S(=O)(=O)Nc2ccccc2)cc1)NC1CCCC1	1%	11%	3%	1%	14%	-25	-8%	13	0	2
c1ccc(-c2nnc(-c3ccco3)n2-c2ccccc2)cc1	-3%	4%	4%[46.1 µM]	7%	0%	-6	1%	-4	-13	4
O=C(Cc1ccsc1)NCc1ccccc1F	0%	21%	3%	5%	-3%	15	-15%	2	13	·
Cc1cccc(OCC(=O)NNC(=O)CSc2ncc(C#N)c(N)n2)c1	1%	-8%	-1%	-1%	1%	-9	-1%	12	2	6
COc1ccccc1NC(=O)COc1ccc(C(=O)NCC2CCCO2)cc1OC (stereo not given)	4%	·	2%	0%	·	-26	5%	-20	·	·
COc1ccc(CN2CCN(Cc3ccc(C(F)(F)F)cc3)CC2)c(OC)c1	0%	-5%	4%	-15%	-6%	46[activator]	-14%	-41	25	-1
Cc1cc(C(=O)NC2CCC(C)CC2)c(C)o1 (stereo not given)	-1%	22%	-3%	?	4%	-25	5%	13	2	·
O=C(Cn1c2[n+](c3ccc(C(F)(F)F)cc31)CCCCC2)Nc1ccccc1	0%	-6%	3%[46.1 µM]	4%	-1%	10	10%	-8	18	2
O=C(CSc1ccc2nnc(-c3ccccn3)n2n1)NCc1ccco1	-7%	-14%	9%[46.1 µM]	4%	1%	-9	-1%	7	-2	-6
O=C(NCc1ccc(F)cc1)C(=O)NCC(c1ccco1)N1CCOCC1 (stereo not given)	-2%	-4%	-2%	1%	8%	21	0%	9	4	3
CCOC(=O)c1sc2ccccc2c1OC(=O)c1ccccc1OC	4%	-5%	-7%[46.1 µM]	-28%	0%	-6	4%	·	20	-3
CCOC(=O)N1CCN(c2cc(C)c(C(C)=O)cc2F)CC1	0%	-1%	-6%	0%	1%	-2	7%	-4	2	1
CC(C)Cc1nc2ccccc2[nH]1	-6%	-2%	6%	1%	4%	-10	0%	3	-4	1
Cc1cccc(S(=O)(=O)N/N=c2\sc3ccccc3n2C)c1	2%	-6%	-2%	0%	11%	16	-1%	-1	-1	1
O=C1CCC(C(=O)OCC(=O)C23CC4CC(CC(C4)C2)C3)N1 (stereo not given)	-4%	0%	-1%	-1%	7%	8	1%	-12	-6	3
COc1ccc(CNC(=O)Cc2ccc(-c3ccccc3)cc2)cc1OC	3%	0%	-2%	-12%	0%	-4	6%	3	-9	1
CCNCc1ccc(OCc2cccs2)c(OCC)c1	-1%	-1%	-7%	1%	1%	25	0%	2	7	0
COc1cccc(C2C(C(=O)c3cc4ccccc4o3)=C(O)C(=O)N2c2cc(C)on2)c1OC (stereo not given)	-10%[0.46 µM]	5%	1%	12%	0%	2	-4%	-13	27	21
Cn1c(=O)cc(OCC(=O)NCCCN2CCN(c3cccc(Cl)c3)CC2)c2ccccc21	-14%	7%	1%[46.1 µM]	-11%	-1%	-6	8%	11	-4	-2
COc1ccccc1C1(O)CCN(C(=O)c2cccs2)CC1	2%	1%	5%	0%	-2%	15	-6%	11	-21	1
Cc1nn(-c2ccccc2)c(N)c1C(O)(CSc1nccn1C)C(F)(F)F (stereo not given)	6%	-1%	·	?	-2%	4	-4%	-1	-6	-3
CCOc1ccc(N2C(=O)CC(N(Cc3ccco3)C(C)=O)C2=O)cc1 (stereo not given)	-3%	-8%	2%	-14%	4%	-20	-1%	-2	-2	0
CCc1ccccc1Nc1ccc(C(=O)O)cc1N	-4%	0%	-8%	0%	-3%	8	1%	1	-6	5
Cn1c(CN2CCCCC2)nc2cc(NC(=O)c3ccccc3Cl)ccc21	-1%	-1%	8%	?	0%	4	-1%	-5	0	4
CCn1c(=O)n(CC)c2cc(N3CCCC3)c(NC(=O)c3ccc(OC)c(Br)c3)cc21	2%	?	-5%	-4%	0%	20	0%	-1	-11	-6
O=[N+]([O-])c1cc(C(F)(F)F)ccc1NCCc1c[nH]c2ccc(O)cc12	-1%	7%	·	?	1%	4	-6%	-16	-14	2
O=C1CN(C(=O)COC(=O)CNS(=O)(=O)c2ccccc2)c2ccccc2N1	1%	5%	5%	-3%	14%	2	3%	-5	3	0
CN(C(=O)COC(=O)CSc1cc(Cl)ccc1Cl)c1c(N)n(Cc2ccccc2)c(=O)[nH]c1=O	-2%	·	0%	-1%	·	-4	-2%	-1	1	·
COc1ccc(C)cc1NC(=O)C1CCN(S(=O)(=O)c2ccc3c(c2)NC(=O)CO3)CC1	2%	19%	-7%	9%	5%	8	8%	-6	2	·
CCOC(=O)c1c(C)[nH]c(O)c1C=Nc1ccccc1	-3%	8%	0%	?	0%	6	6%	5	1	-6
C=CCC(CC=C)(NC(=O)c1ccccc1)c1ccccc1	-1%	-4%	-2%	-1%	·	8	1%	-2	5	2
CN(CC(=O)Nc1ccc(F)cc1)C(=O)COC(=O)c1ccc(=O)n(Cc2ccccc2)n1	-8%	·	-5%	4%	·	-12	1%	1	4	·
O=C(Cn1nnc(-c2ccccc2)n1)NCc1ccco1	-1%	-1%	-4%	2%	-1%	-6	1%	-8	-3	1
COc1ccc(CCN(Cc2ccccn2)C(=S)Nc2ccccc2Cl)cc1OC	6%	-5%	-2%	-14%	8%	-2	-5%	5	-5	2
Cc1ccccc1/C=N/NC(=O)c1cccnc1	-3%	2%	1%	1%	·	23	·	·	37	2
CC(NC(=O)COC(=O)c1ccc([N+](=O)[O-])s1)c1ccccc1 (stereo not given)	-1%	-9%	-2%[46.1 µM]	0%	-13%	7	2%	1	1	1
COCC(=O)Nc1cc(=O)n(C)c(=O)n1C	-10%	-2%	-125%	0%	2%	-9	7%	9	29	0
Cc1ccc(SCCNC(=S)Nc2cc(C)ccc2C)cc1	2%	25%	0%	13%	2%	1	-1%	-11	-8	0
O=C(NCC1CCCO1)C(C(=O)c1ccccc1)n1cc(Cl)ccc1=O (stereo not given)	0%	0%	-7%	0%	1%	0	1%	-3	-1	-4
Cc1ccc(S(=O)(=O)NC(=O)Nc2cccc(C)n2)cc1	-1%	-3%	0%	-6%	·	0	0%	-4	14	-3
CC(=O)N1CCN(c2ccc(NC(=O)c3ccc4ccccc4c3)cc2)CC1	0%	-5%	-1%	6%	6%	-2	-1%	-6	1	-1
CN(CCOC(=O)CN1C(=O)c2ccccc2C1=O)C1=NS(=O)(=O)c2ccccc21	1%	8%	·	0%	-2%	·	6%	·	-8	3
Cc1nc(C)c(CCNC(=O)c2ccccc2)s1	-5%	0%	-3%[46.1 µM]	3%	1%	-16	5%	-9	1	3
CN(CC(=O)NC1CCCCCC1)S(=O)(=O)c1ccc(Br)cc1	-7%	-7%	0%	2%	5%	-14	2%	8	3	3
CCC1=C(OC(=O)N(CC)CC)N2C(=O)OC(=NCCc3c[nH]c4ccccc34)[C@]2(Cc2ccccc2)[C@H]2C1=CC[C@H]1C(=O)N(c3ccccc3)C(=O)[C@H]12	3%	11%	1%	11%	-2%	58[activator]	-3%	0	-1	3&-2
Cc1nc(NCCc2ccccc2)sc1C(=O)N(C)C	-10%	-6%	7%	-2%	1%	-22	4%	6	3	0
O=C(CC(=O)N/N=C/c1c(F)cccc1Cl)NCCc1ccccc1	-3%	2%	·	3%	-1%	2	5%	-18	-2	-8
COCCCNC(=O)c1cc2c(=O)n3cccc(C)c3nc2n(C(C)C)c1=N	-1%	-5%	3%	2%	-4%	-6	1%	0	-5	0
COc1cccc(-n2sc3c(c2=S)-c2cc(OC)ccc2NC3(C)C)c1	15%	-2%	11%	1%	4%	-27	-1%	-2	-6	0
C=CCc1cccc(/C=N/NC(=O)C(=O)Nc2ccc(C)cc2)c1O	-1%	-12%	14%	?	3%	17	4%	-2	-4	4
CCCN1C(=O)/C(=C/c2ccc(C)o2)NC1=S	?	2%	·	17%	-1%	·	20%	·	-10	-33*
